Mdm2-MdmX inh: human Mdm2/MdmX binding inhibition. 3% of 330,000 active. inhibition, % at 8 µM. O15151+Q00987. SaOS-2 split-luciferase Mdm2/MdmX complementation, luminescence;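 active = inhibition of at least 50% at 8 µM in the primary screen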
Gli-Sufu antag: blocks Gli-Sufu signaling in a luciferase reporter; Sufu-KO-LIGHT fibroblasts, Gli luciferase reporter luminescence; inhibition, % at 5 µM; 0.74% of 340,000 active; AID 588413;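 active = inhibition above about 55%, limit read from the data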;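 note: 0% = DMSO-treated cells and 100% = wells with medium but no cells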
697 NFkB inh: inhibitors of the PMA/ionomycin-induced NF-kB reporter in 697 B cells; 697 B-cell NF-kB luciferase reporter, 16 h; inhibition, % at 4 µM; 0.33% of 330,000 active; in the data active = inhibition above about 35%
EBI2 antag: blocks human EBI2 receptor beta-arrestin signaling; P32249; EBI2 beta-arrestin recruitment, luminescence, 7a,25-OHC stimulated; inhibition, % at 5 µM; 0.81% of 360,000 active; in the data active = inhibition above about 38%;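 note: enzyme fragment complementation signal reports receptor beta-arrestin coupling in cells; 0% = agonist plus DMSO wells and 100% = wells without agonist; some results beyond the cut were filed as inactive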
CHOP UPR activ: activators of apoptotic arm of unfolded protein response (CHOP); AID 449763; CHO-CHOP luciferase reporter, UPR activation, luminescence; percent of tunicamycin response over DMSO baseline; 0.34% of 330,000 active; activation, % at 10 µM;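 active = at 10 µM dose, activation of 40% or more, normalized to positive control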;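 note: 100% = tunicamycin at 10 µg/mL and 0% = DMSO alone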
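Material: CHO-CHOP cells, stable luciferase reporter of PERK-eIF2a-CHOP signalling; quantity: 500 reporter cells seeded per well; buffer or medium: F12 medium containing 10% fetal bovine serum; compound: one dose, 10 µM in 0.5% DMSO; incubation: 6 h compound treatment, 37 °C; measured by: Steady-Glo luciferase luminescence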
Jurkat NFkB inh: lowers PMA/ionomycin-induced NF-kB signal in Jurkat cells; PMA/ionomycin-induced NF-kB luciferase reporter, luminescence; AID 435003; inhibition, % at 4 µM; 0.53% of 330,000 active; in the data active = inhibition above about 50%
XBP1 UPR activ: activators of adaptive arm of unfolded protein response (XBP1); CHO-XBP1 luciferase reporter, IRE1-XBP1 UPR activation, luminescence; percent of tunicamycin response, DMSO as zero; activation, % at 20 µM; 0.33% of 330,000 active; AID 463104;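 active = versus positive control, 20 µM dose yields 30% or more activation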;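 note: 100% = tunicamycin at 10 µg/mL and 0% = DMSO only wells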
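Assay system: CHO-XBP1 luciferase reporter cells; Schedule: 6 h treatment, 37 °C; Detection: glow luminescence from Steady-Glo reagent; Benchmarks: high control tunicamycin 10 µg/mL final, low control DMSO vehicle only.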
CXCR6 block: CXCR6 (human) receptor inhibition; 0.36% of 360,000 active; CHO-K1 PathHunter CXCR6 beta-arrestin, luminescence; AID 602244; inhibition, % at 20 µM; O00574; in the data active = inhibition above about 34%, passing the limit was not always enough;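 note: antagonist mode with CXCL16 agonist at 10 nM final; 0% = 10 nM CXCL16 with DMSO and 100% = unstimulated wells without agonist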
Target sequence (O00574 whole entry, looked up): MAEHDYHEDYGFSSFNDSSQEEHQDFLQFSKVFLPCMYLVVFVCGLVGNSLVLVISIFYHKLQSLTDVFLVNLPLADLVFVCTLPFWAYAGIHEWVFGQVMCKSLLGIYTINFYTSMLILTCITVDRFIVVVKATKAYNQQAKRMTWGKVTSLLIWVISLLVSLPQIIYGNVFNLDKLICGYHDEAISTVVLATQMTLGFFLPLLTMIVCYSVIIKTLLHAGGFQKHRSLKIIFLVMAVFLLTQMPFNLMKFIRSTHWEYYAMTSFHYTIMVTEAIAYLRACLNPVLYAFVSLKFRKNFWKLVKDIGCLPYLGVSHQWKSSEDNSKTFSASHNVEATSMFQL
CCR6 antag: blocks CCL20-driven beta-arrestin recruitment at human CCR6; P51684; CHO-K1 CCR6 PathHunter beta-arrestin, luminescence, CCL20-stimulated; inhibition, % at 20 µM; 0.49% of 340,000 active;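 active = compounds whose inhibition of the agonist-driven luminescence signal at 20 µM reaches about 50%, limit read from the data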;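 note: cells stimulated with CCL20 at 14 nM final; plate controls were DMSO with CCL20 for no effect and DMSO without agonist for full effect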
Target sequence (P51684 whole entry, looked up): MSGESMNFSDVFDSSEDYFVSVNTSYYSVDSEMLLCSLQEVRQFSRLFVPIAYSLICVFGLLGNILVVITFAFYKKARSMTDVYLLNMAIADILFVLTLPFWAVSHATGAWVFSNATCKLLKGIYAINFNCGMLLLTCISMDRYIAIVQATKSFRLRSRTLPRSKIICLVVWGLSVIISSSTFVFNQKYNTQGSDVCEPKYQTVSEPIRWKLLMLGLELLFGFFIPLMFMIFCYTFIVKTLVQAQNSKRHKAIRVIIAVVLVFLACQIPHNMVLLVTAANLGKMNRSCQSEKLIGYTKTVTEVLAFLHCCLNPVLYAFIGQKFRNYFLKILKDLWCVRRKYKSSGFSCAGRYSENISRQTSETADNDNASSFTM
Starred values were filed as active, the others as inactive; · = no result given.

Values run as follows: Mdm2-MdmX inh	Gli-Sufu antag	697 NFkB inh	EBI2 antag	CHOP UPR activ	Jurkat NFkB inh	XBP1 UPR activ	CXCR6 block	CCR6 antag
- CCC(CC)c1nnc(NC(=O)C23CC4CC(CC(NC(C)=O)(C4)C2)C3)s1
 : 8.4	-3.1	-1.8	-11.1	0.3	4.9	-3.4	-2.9	2.5
- Cc1ccc(-n2c(SCC(=O)N(C)C)nnc2-c2ccco2)cc1
 : -8.5	0.3	19.6	1.2	1.4	9.9	2.6	13.0	9.3
- O=C(Nc1ccc(Cl)cc1)c1cccc(OC(=S)N2CCOCC2)c1
 : 27.7	11.8	3.9	13.6	3.5	15.5	-3.4	-3.9	29.8
- CCOc1cc(C(=O)NCc2ccc(-c3nc4ccccc4o3)cc2)cc(OCC)c1OCC
 : 47.8	-4.1	-1.7	-6.4	2.1	0.7	9.5	-7.0	9.6
- CCCCc1ccc(NS(=O)(=O)c2cccs2)cc1
 : 18.3	0.1	4.1	-0.1	1.3	-0.7	-0.4	-8.3	3.0
- Cc1cc(C)nc(N2CCCC(C(=O)NCCc3ccc(F)cc3)C2)n1 (stereo unspecified)
 : -9.1	1.6	8.3	15.1	-0.4	-1.7	2.1	4.9	2.4
- Cc1cccc(N2CCN(C(=O)c3c(-c4ccccc4Cl)noc3C)CC2)c1C
 : 59.4*	·	-4.9	-0.4	0.2	67.0*	0.8	5.0	·
- CC(C)(C)c1cc(N/C=C\c2nnnn2-c2ccc(Br)cc2)no1
 : 19.3	15.1	0.1	20.7	-1.0	-5.7	4.2	-2.2	-1.3
- CCC(O)(CCN1CCCCC1)c1ccccc1 (stereo unspecified)
 : 2.8	0.0	18.3	2.1	-0.2	-5.5	0.0	15.9	5.1
- Cc1cccc(N(C(=O)c2snc(C(N)=O)c2N)C(C(=O)NCC2CCCO2)c2ccc(N(C)C)cc2)c1C (stereo unspecified)
 : -17.3	17.9	15.1	39.6	1.2	-1.8	-3.7	-7.6	7.9
- CCN(CC)CCn1c2c(c(SCC(=O)Nc3nc4ccccc4s3)nc1=O)CCC2
 : 37.4	21.9	-28.8	4.0	3.2	-5.6	-0.6	5.6	21.5
- CC(Sc1cccc(C(F)(F)F)c1)C(=O)NC(N)=O (stereo unspecified)
 : -8.1	0.2	11.8	-5.8	-1.8	22.2	1.8	3.9	-4.7
- COc1ccc(C(=O)N2CCCC(Nc3ccc(F)cc3)C2)c(OC)c1 (stereo unspecified)
 : 26.0	-11.1	19.5	2.3	1.6	2.1	-2.1	-4.2	14.1
- COc1ccc(-n2nnnc2SCC(=O)NC2CCCC2)cc1OC
 : 5.0	16.2	3.5	-12.6	-2.7	-19.1	-1.7	0.6	-6.8
- CC(OC(=O)c1ccc(C(C)(C)C)cc1)C(=O)NC1CCCCC1C (stereo unspecified)
 : 9.5	7.0	0.0	-1.5	1.0	-11.0	-6.7	2.7	26.4
- Nc1c(C(=O)Nc2ccccc2)sc2ncc([N+](=O)[O-])cc12
 : 42.6	-27.4	-21.5	6.7	4.3	-0.2	7.2	-14.3	-6.9
- COc1ccc(C2=NS(=O)(=O)N(C)C(C(=O)NC3CCCCC3)=C2)cc1
 : 18.1	33.9	1.6	21.5	1.7	0.8	1.9	4.0	28.6
- CCN(CC)C(=O)CSc1nnc(-c2ccc(F)cc2)n1N
 : 2.0	-3.8	10.9	1.5	2.1	7.7	-2.8	-4.3	0.3
- CC12C=CC3(O1)C(C(=O)N(c1ccccc1)C3C(=O)NC1CCCC1)C2C(N)=O (stereo unspecified)
 : 0.8	0.1	6.3	-10.9	-1.1	2.1	-0.4	2.2	-2.6
- C=CCn1c(SCC(=O)NCc2ccccc2)nnc1-c1cc(Br)ccc1O
 : 10.7	3.0	24.7	2.3	-1.0	0.9	-3.4	5.7	0.9
- Cc1cccc(CN2C(=O)[C@H]3Cc4c([nH]c5ccccc45)C(C)(C)N3C2=O)c1
 : 15.9	-3.8	6.5	7.9	-2.2	27.6	-1.5	-4.0	-3.8
- COc1ccccc1NS(=O)(=O)c1ccc(C)c(C(=O)N2CCN(c3ccc(O)cc3)CC2)c1
 : 19.2	19.9	3.5	-2.7	-1.9	-9.9	-2.7	-2.0	-0.2
- Cc1ccc(CNC(=O)c2nnn(-c3cccc(C)c3)c2N)cc1
 : 2.2	-5.9	-9.7	18.1	-2.4	-3.3	7.0	5.7	10.3
- O=C(Nc1ccccc1OC(F)F)c1cc2c(s1)CCC2
 : 2.3	-33.4	-6.0	-7.3	3.0	-32.2	-0.2	7.4	9.8
- CN(C1CCCC1)C1CCN(C(=O)CNC(=O)/C=C/c2ccc(F)cc2)CC1
 : 24.8	7.8	8.9	-5.5	4.6	6.8	-0.4	-1.3	1.3
- CCOC(=O)C1CCN(C(=O)COC(=O)Cc2ccc(Cl)cc2)CC1
 : 11.0	12.4	14.4	-0.9	0.4	-7.7	-5.0	-3.7	9.9
- CSc1nnc(Cn2c(=O)sc3ccccc32)n1-c1ccccc1C
 : 11.4	51.8	-11.9	-1.1	-0.4	6.4	-2.9	-2.2	-13.6
- CN(C)CCCN(C(=O)c1ccc(S(=O)(=O)N(C)C2CCCCC2)cc1)c1nc2ccc(Br)cc2s1
 : 49.5	26.2	-10.1	9.7	3.1	5.1	15.1	-4.3	4.0
- COc1cccc(NC(=O)Cn2c3ccc(F)cc3c3nc4n(c(=O)c32)CCS4)c1
 : 6.5	4.1	11.6	80.8*	0.6	10.5	-4.4	4.8	3.9
- Cc1occc1C(=O)NNC(=O)c1nn(C)c(=O)c2ccccc12
 : -10.9	-0.4	-5.9	-4.5	-0.2	2.5	-2.2	0.4	1.8

Part of the list above in a different format.
COc1ccccc1NS(=O)(=O)c1ccc(C)c(C(=O)N2CCN(c3ccc(O)cc3)CC2)c1
- Mdm2-MdmX inh = 19.2
- Gli-Sufu antag = 19.9
- 697 NFkB inh = 3.5
- EBI2 antag = -2.7
- CHOP UPR activ = -1.9
- Jurkat NFkB inh = -9.9
- XBP1 UPR activ = -2.7
- CXCR6 block = -2.0
- CCR6 antag = -0.2
CSc1nnc(Cn2c(=O)sc3ccccc32)n1-c1ccccc1C
- Mdm2-MdmX inh = 11.4
- Gli-Sufu antag = 51.8
- 697 NFkB inh = -11.9
- EBI2 antag = -1.1
- CHOP UPR activ = -0.4
- Jurkat NFkB inh = 6.4
- XBP1 UPR activ = -2.9
- CXCR6 block = -2.2
- CCR6 antag = -13.6
COc1cccc(NC(=O)Cn2c3ccc(F)cc3c3nc4n(c(=O)c32)CCS4)c1
- Mdm2-MdmX inh = 6.5
- Gli-Sufu antag = 4.1
- 697 NFkB inh = 11.6
- EBI2 antag = 80.8*
- CHOP UPR activ = 0.6
- Jurkat NFkB inh = 10.5
- XBP1 UPR activ = -4.4
- CXCR6 block = 4.8
- CCR6 antag = 3.9
Cc1cccc(CN2C(=O)[C@H]3Cc4c([nH]c5ccccc45)C(C)(C)N3C2=O)c1
- Mdm2-MdmX inh = 15.9
- Gli-Sufu antag = -3.8
- 697 NFkB inh = 6.5
- EBI2 antag = 7.9
- CHOP UPR activ = -2.2
- Jurkat NFkB inh = 27.6
- XBP1 UPR activ = -1.5
- CXCR6 block = -4.0
- CCR6 antag = -3.8

Other entries.
Values run as follows: Mdm2-MdmX inh	Gli-Sufu antag	697 NFkB inh	EBI2 antag	CHOP UPR activ	Jurkat NFkB inh	XBP1 UPR activ	CXCR6 block	CCR6 antag
- COc1ccc(Cn2c(SCc3ccccc3C)nc3cc(OC)c(OC)cc3c2=N)cc1
 : 96.9*	·	-32.6	8.6	16.4	18.7	115.3*	3.6	·
- O=C(CSc1nccc(=O)[nH]1)NCc1ccc(Cl)cc1
 : -17.8	1.6	4.2	-24.8	-1.1	-3.4	5.6	1.3	6.7
- Cc1c(N=Nc2ccc(N(C)C)cc2)c(=O)n(-c2ccccc2)n1C
 : ·	-38.4	·	-0.8	·	·	·	-2.0	10.9
- Cc1ccc(NC(=O)c2cccc(NC(=O)CC3SC(N4CCCCC4)=NC3=O)c2)nc1 (stereo unspecified)
 : -21.8	0.6	-1.6	5.9	1.2	-20.0	2.0	5.6	-0.1
- CN(C(=O)c1ccccc1)c1ccc(OCC(=O)NC2CCS(=O)(=O)C2)cc1 (stereo unspecified)
 : -10.0	4.0	-27.4	-7.2	-2.3	0.7	2.7	-0.3	-25.3
- CCCCS(=O)(=O)Nc1ccc2ncn(C)c(=O)c2c1
 : 0.1	-2.2	-10.4	1.3	1.6	8.3	-1.4	4.0	9.7
- CCOc1ccc2[nH]c(=O)c(CN(Cc3ccccc3OC)C(=O)c3ccccc3)cc2c1
 : 44.5	0.1	12.6	7.4	-1.3	38.3	-3.7	6.5	10.7
- COC(=O)c1nonc1NCn1nnc2ccccc21
 : -8.0	-10.9	10.4	-6.7	-1.6	-0.7	-5.3	-1.2	-6.7
- COc1cccc(N(CC(=O)NCCSCc2ccco2)S(=O)(=O)c2ccccc2)c1
 : 10.8	-7.8	-9.1	-5.4	2.8	-7.4	-1.5	8.5	23.2
- CCCn1c(N)c(N(CCOC)C(=O)CCC2CCCCC2)c(=O)[nH]c1=O
 : 9.0	-12.2	10.5	-1.4	-0.2	-0.6	0.9	-2.5	12.9
- COCc1ccc(C(=O)N2CCCC(Nc3ccc(F)c(F)c3)C2)s1 (stereo unspecified)
 : 8.2	5.0	-13.3	14.2	-0.3	-24.9	-3.0	3.9	0.1
- O=C(c1ccc2ccccc2c1)N1CCN(c2ccccc2)CC1
 : 3.0	3.8	15.7	82.8*	-0.5	-2.2	-1.4	2.2	9.6
- O=C(N/N=C/c1ccncc1)c1ccccc1OCc1ccc(Br)cc1
 : 10.4	13.7	-5.1	9.6	2.1	3.4	-0.2	-0.6	0.8
- Cc1ccc2cc(NC(=O)c3ccccc3C)ccc2n1
 : -31.6	-37.1	-62.8	-5.5	7.9	-83.6	9.8	-3.1	5.9
- COC(=O)c1cc(OC)c(OC)cc1NC(=O)c1cc(-c2ccccc2)nc2ccccc12
 : 29.6	2.5	22.7	2.5	1.7	4.6	-1.4	-8.7	12.2
- C[C@H]1COC(=O)[C@H](CC(=O)OC(C)(C)C)C/C=C\C[C@@H](CC(=O)NCCO)C(=O)N1
 : -0.8	-1.2	1.0	-15.9	0.6	7.6	-0.1	-0.8	2.5
- CCOC(=O)c1ccc(NC(=O)[C@@H](NC(N)=O)C(C)C)cc1
 : -2.9	4.3	18.8	-1.2	2.5	-0.1	-0.2	3.4	-4.6
- COc1ccccc1NC(=O)NC1(C(=O)NCC2CCCO2)CCCCC1 (stereo unspecified)
 : 19.3	-17.7	1.0	-9.4	1.6	12.7	-1.2	1.3	-3.7

Source: PubChem
